Screens from PubChem.
TSG101-PTAP inh = blocks PTAP/TSG101 interaction to inhibit HIV-1 budding; Fluorescence polarization, FITC-PTAP peptide / Tsg101 binding; AID 493005; Potency, µM (titrated, usually from 115 µM), for inactives: at the highest dose activity change, negative = inhibition, hits mostly inhibitors; 340,000 tested, under 10 active; active = well fitted inhibition curve with a large enough effect in the main read-out, with a control signal flat, not every such curve was filed as active; inconclusive = small, poorly fitted or top-dose-only effect, or effect the other way, or a change in a side signal; inactive = no such curve, though single readings can be large or run the other way; also: potency is read from the fitted curve at half-maximal effect; % of control where 0% means no effect
Target sequence (Q99816 whole entry, looked up): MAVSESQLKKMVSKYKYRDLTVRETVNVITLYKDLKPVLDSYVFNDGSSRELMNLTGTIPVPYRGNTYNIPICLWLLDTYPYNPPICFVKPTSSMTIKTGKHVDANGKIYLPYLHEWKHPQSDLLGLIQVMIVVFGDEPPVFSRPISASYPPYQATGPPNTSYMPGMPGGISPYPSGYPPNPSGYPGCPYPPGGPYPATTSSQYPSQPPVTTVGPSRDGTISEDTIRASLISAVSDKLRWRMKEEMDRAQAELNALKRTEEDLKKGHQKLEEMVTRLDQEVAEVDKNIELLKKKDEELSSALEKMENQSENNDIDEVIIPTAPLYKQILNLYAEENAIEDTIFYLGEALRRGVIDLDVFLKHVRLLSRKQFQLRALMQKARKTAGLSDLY
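FP read-out: FITC-PTAP peptide, 50 nM final, binding Tsg101 binding domain, 10 uM final; 20 min, r.t.; 10 mM HEPES pH 7.5, 0.15 M NaCl, 0.01% Tween 20, 3 mM EDTA, 0.1 mM TCEP.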
Integrin act MD = activates integrin-mediated alleviation for muscular dystrophy | alpha7betagal myoblasts, beta-gal FDG fluorescence, 48 h | AID 624291 | 0.064% of 350,000 active | Potency, µM (series often up to 38.3 µM), for the others: at the highest dose activation, most hits filed as activators;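 also: potency is read from the fitted curve at half-maximal effect; 100% = response of the positive control SU9516; nearly all actives have a fitted effect of over 60% in size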
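Alpha7betagal+/- myoblasts (passage 13) were plated 16-24 hr, then exposed to compounds (1:260 dilution of DMSO stock) for 48 hours at 37C. After MPER lysis, β-galactosidase reporter activity was read as FDG fluorescence (ex 480/em 540) after 30 minutes.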
FBPA coupling cs = coupling enzyme interference in Giardia aldolase counter-screen | 0.67% of 290,000 active | coupling enzyme system counterscreen, AmpLite Red fluorescence | activity change, negative = inhibition, % at 58.2 µM, hits read low | AID 2472; in the data active = activity change below about -30%; also: % is scaled to controls: 0 for no effect and ±100 for the full control effect
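Compounds tested against the coupling enzymes alone at 57.5 uM final; readout was AmpLite Red fluorescence (525/598 nm) after 20 min at RT.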
Chronic BCR inh = chronic active BCR signaling inhibition. 0.05% of 340,000 active. Potency, µM (series often up to 46.1 µM), for the others: top-dose ratio change, negative = lower green/red ratio, most hits filed as inhibitors. ABC-DLBCL IkBa-CBG/CBR reporter, luminescence ratio, 4 h. AID 493014; active = well fitted inhibition curve with a large enough effect in the signal ratio, with a control signal flat, not every such curve was filed as active; inconclusive = small, poorly fitted or top-dose-only effect, or effect the other way, or a change in a side signal; the % refers to the signal ratio;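 also: potency is read from the fitted curve at half-maximal effect; plate controls were basal doxycycline-induced cells for no effect and cells given 10 µM MG132 for full effect; MG132 reads +100%, hits lower the ratio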
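TMD8 human ABC-DLBCL cells with doxycycline-inducible IκBα–green luciferase fusion and unfused red luciferase, in 0.5% FBS medium; compounds up to 46 uM, 4 h at 37C. Green/red luminescence ratio, filter-overlap corrected, fitted to concentration-response curves.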
Tb PFK block = T. brucei PFK enzyme inhibition; Potency, µM (highest dose often 57.5 µM), for the others: at the top dose activity, negative = inhibition, actives largely listed as inhibitors; T. brucei PFK, ADP-Glo luminescence; 0.17% of 330,000 active;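 also: potency is read from the fitted curve at half-maximal effect; 0% = uninhibited 1x PFK enzyme wells and -100% = no-enzyme wells; nearly all actives have a fitted effect of over 60% in size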
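Activity is normalized to no-enzyme wells (full inhibition) and 1.25 nM enzyme wells (no inhibition). Reaction: 0.5 mM F6P, 0.1 mM ATP, 45 min RT, ADP-Glo luminescence; concentration-response curves fitted and classed by quality.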
PKM2 act = activators of human pyruvate kinase M2. P14618. purified PKM2, Kinase-Glo ATP luminescence, activation; response scale: 0% is enzyme alone, no compound. Potency, µM (top dose mostly 57.5 µM), for the others: top-dose activation, hits mostly activators. 0.34% of 260,000 active; also: potency is read from the fitted curve at half-maximal effect; % is scaled to controls: 0 for no effect and ±100 for the full control effect; nearly all actives have a fitted effect of over 55% in size
Target sequence (P14618 whole entry, looked up): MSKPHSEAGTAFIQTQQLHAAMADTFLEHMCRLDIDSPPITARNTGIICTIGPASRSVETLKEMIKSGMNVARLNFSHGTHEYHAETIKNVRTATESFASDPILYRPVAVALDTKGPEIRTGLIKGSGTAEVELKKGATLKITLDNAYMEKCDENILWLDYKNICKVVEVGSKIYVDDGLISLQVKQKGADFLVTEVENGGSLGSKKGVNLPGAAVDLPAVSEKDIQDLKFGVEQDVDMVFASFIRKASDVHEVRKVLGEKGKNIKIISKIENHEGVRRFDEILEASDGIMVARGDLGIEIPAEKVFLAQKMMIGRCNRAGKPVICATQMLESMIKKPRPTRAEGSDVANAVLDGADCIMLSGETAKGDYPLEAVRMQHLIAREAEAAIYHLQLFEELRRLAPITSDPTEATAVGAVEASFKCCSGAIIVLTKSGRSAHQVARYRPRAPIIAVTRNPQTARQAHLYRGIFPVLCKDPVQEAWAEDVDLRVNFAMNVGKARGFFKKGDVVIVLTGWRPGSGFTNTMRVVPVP
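Purified hPK-M2 (>95%) run at intermediate activity with 0.1 mM ADP and 0.5 mM PEP in 50 mM imidazole pH 7.2, KCl, MgCl2; 1 h room temperature. ATP formed read by Kinase-Glo luminescence; normalized to uninhibited and no-enzyme controls.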
B2AR arrestin = beta2AR (human) beta-arrestin recruitment activity; 0.02% of 330,000 active; Potency, µM (series often up to 46.1 µM), for inactives: at the highest dose activation, hits mostly activators; beta-arrestin recruitment to beta2AR, cell-based reporter; P07550;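 also: potency is read from the fitted curve at half-maximal effect; 0% = DMSO controls and full agonism = EC100 isoproterenol or metaproterenol; nearly all actives have a fitted effect of over 65% in size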
GALK inhibitor = blocks human galactokinase activity. Potency, µM (highest dose often 57.5 µM), inactives show at the top dose activity change, negative = inhibition, actives largely listed as inhibitors. 0.007% of 270,000 active. Purified GALK, Kinase-Glo residual ATP luminescence; also: potency is read from the fitted curve at half-maximal effect; % is scaled to controls: 0 for no effect and ±100 for the full control effect
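Quantitative HTS: GALK 5 nM, ATP 35 uM, galactose 100 uM, 1 h room temperature, then luciferase-based ATP detection.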
S-ASM inh = human S-ASM enzyme inhibition; P17405; placental ASM, HMU-PC fluorogenic substrate, 60 min; Potency, µM (top dose mostly 57.5 µM), without a hit: at the highest dose activity change, negative = inhibition, hits mostly inhibitors; 0.006% of 340,000 active; AID 504937; also: potency is read from the fitted curve at half-maximal effect
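HMU-PC0 cleavage (9 uM final) by human placental ASM, 60 min at 37 °C following 10 min compound exposure at RT; stopped at pH 10, fluorescence Ex 386/Em 447 nm.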
Giardia kill = kills Giardia lamblia | Giardia lamblia trophozoite viability | activity change, % at 7.66 µM, hits read low | 0.15% of 340,000 active | AID 540267; in the data active = activity change below about -80%; inconclusive = between about -30% and that limit;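 also: parasites exposed to compound for two days anaerobically before the ATP read; % is scaled to controls: 0 for no effect and ±100 for the full control effect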
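Anaerobic 48 hrs incubation at 37 deg C of 100 trophozoites/well with test compounds; ATPLite 1-Step luminescence, 15-30 min RT, reports cellular ATP as viability.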
Menin MLL FP TR = inhibitors of human menin-MLL interaction, mutant MLL peptide. O00255. Menin + Texas Red MLL mutant peptide, fluorescence polarization. Potency, µM (doses to about 61.6 µM), for the others: at the top dose FP activity change, negative = inhibition, actives largely listed as inhibitors. 0.23% of 270,000 active. AID 1768; active = well fitted inhibition curve with a large enough effect in the polarisation, with a control signal flat, not every such curve was filed as active; inconclusive = small, poorly fitted or top-dose-only effect, or effect the other way, or a change in a side signal; inactive = no such curve, though single readings can be large or run the other way; the % refers to the polarisation; also: potency is read from the fitted curve at half-maximal effect; % of control where 0% means no effect; many of its hits are not listed in these tables
Starred values were filed as active, the others as inactive; ? = inconclusive; · = not tested or not shown; [ ] = remark or other dose. Unless noted, calls follow the shape of the dose curve; as a rule, active = well fitted curve in the direction sought with a large enough effect; inconclusive = small, poorly fitted or top-dose-only effect, or another doubt; inactive = no such curve, though single readings can be large; an effect the other way counts as inactive or inconclusive.

Every second line gives: TSG101-PTAP inh, Integrin act MD, FBPA coupling cs, Chronic BCR inh, Tb PFK block, PKM2 act, B2AR arrestin, GALK inhibitor, S-ASM inh, Giardia kill, Menin MLL FP TR
CCOC(=O)C1CCN(S(=O)(=O)c2c(C)[nH]c(C)c2C(=O)N2CCCCC2)CC1
  4%, -23%, 0, -5%, -2%, ·, 0.5%, 3%, -3%, -1, -1%
Cc1cc(-c2n[nH]c(=S)n2/N=C/C(Cl)=C/c2ccccc2)n[nH]1
  1%, -33%[inhibitor], 1, ?, -3%, 0%, ?, ·, -20%, -20, 10%
CCOC(=O)/C(C#N)=C/c1cccc(C)c1
  -1%, -7%, -2, 0%, -13%, 5%, -0.1%, 2%, 4%, 2, 4%
C[C@@H]1CN(Cc2nc(Cc3ccccc3F)no2)C[C@H](C)O1
  -6%, 1%, 7, 4%, 3%, 0%, -0.1%, -1%, 0%, -7, 2%
CC(C)C(NC(=O)OCc1ccccc1)C(=O)OCC(=O)N1CCCCC1 (stereo unspecified)
  -10%, 10%, -2, -1%, 1%, 1%, 0.1%, -4%, -1%, -7, -3%
COc1cccc(NC(=O)c2cc(-c3ccccn3)nc3ccccc23)c1
  -1%, -6%, ·, -3%, 3%, ·, 0.0%, ·, -11%, -9, ·
Cc1cc(C(=O)CN2C(=O)c3ccccc3C2=O)c(C)n1Cc1cccs1
  ·, 0%, 1, ?, -7%, -1%, 0.3%, -2%, -3%, -9, 3%
COc1ccc2oc(C(=O)N(C)Cc3ccc4c(c3)OCCO4)c(C)c2c1
  0%, 17%, ·, ?, 6%, ·, 0.4%, ·, 0%, 2, ·
COc1nc(N(C)C)nc(N(C)c2cc(Cl)cc(Cl)c2)n1
  -3%, 8%, 1, -4%, 2%, -1%, -0.4%, -3%, -3%, -10, -3%
O=C(NCc1ccncc1)Nc1cccc(Cl)c1
  -3%, 9%, -4, -8%, -19%, -16%, -0.1%, 0%, 0%, 29, 7%
COc1cc(/C=N/NC(N)=S)cc(Br)c1OCc1ccccc1F
  -3%, -7%, -2, ?, 9%, -12%, -0.1%, 1%, -23%, 43[activator], ?
CCOC(=O)C1=C(COC(=O)CCOc2cccc(C)c2)NC(=O)NC1C (stereo unspecified)
  -1%, -5%, ·, -2%, 9%, ·, 0.0%, ·, 4%, 20, ·
N#Cc1ccc(CN2C(=O)NC3(CCCCCC3)C2=O)cc1
  0%, -3%, 3, 2%, 5%, -2%, -0.1%, -1%, -1%, -20, -2%
Cn1cc(C(=O)c2ccc(Cl)cc2Cl)cc1C(=O)N/N=C(\N)COc1cccc(C(F)(F)F)c1
  -3%, -55%[inhibitor], 3, 5%, -2%, 0%, -0.2%, -4%, -6%, 0, 27%
CCOC(=O)c1cc2c(n(-c3ccc(C)cc3)c1=O)CCCC2=O
  -4%, -1%, -6, 0%, 1%, -5%, 0.1%, 4%, 2%, 11, -8%
COC(=O)c1cccc(NS(C)(=O)=O)c1C
  -5%, 10%, -4, -4%, -3%, -15%, -0.4%, ·, 3%, -8, 22%
COc1ccc(C(=O)Nc2cc(C(F)(F)F)ccc2-n2cnc3ccccc32)cc1
  -3%, -10%, -9, ?, -4%, -1%, 6.3%, 0%, 31%, -4, 15%
COc1ccc(-c2cc(C)no2)cc1S(=O)(=O)N1CCCN(Cc2ccc(F)cc2)C1
  0%, -46%[inhibitor], ·, -14%, -1%, ·, 0.0%, -4%, -1%, -12, ·
O=C1OC[C@H]2CCCC[C@@H](CO)ON12
  0%, -19%, ·, -1%, 10%, ·, -0.3%, ·, 4%, 9, ·
Cc1cccc(C)c1OCCCCn1cnc2ccccc2c1=O
  -7%, -7%, -2, ?, 1%, 0%, -1.1%, -1%, -4%, -3, ·

6 successive entries out of the list so far, quoted:
Every second line gives: TSG101-PTAP inh, Integrin act MD, FBPA coupling cs, Chronic BCR inh, Tb PFK block, PKM2 act, B2AR arrestin, GALK inhibitor, S-ASM inh, Giardia kill, Menin MLL FP TR
COc1cc(/C=N/NC(N)=S)cc(Br)c1OCc1ccccc1F
  -3%, -7%, -2, ?, 9%, -12%, -0.1%, 1%, -23%, 43[activator], ?
CCOC(=O)C1=C(COC(=O)CCOc2cccc(C)c2)NC(=O)NC1C (stereo unspecified)
  -1%, -5%, ·, -2%, 9%, ·, 0.0%, ·, 4%, 20, ·
N#Cc1ccc(CN2C(=O)NC3(CCCCCC3)C2=O)cc1
  0%, -3%, 3, 2%, 5%, -2%, -0.1%, -1%, -1%, -20, -2%
Cn1cc(C(=O)c2ccc(Cl)cc2Cl)cc1C(=O)N/N=C(\N)COc1cccc(C(F)(F)F)c1
  -3%, -55%[inhibitor], 3, 5%, -2%, 0%, -0.2%, -4%, -6%, 0, 27%
CCOC(=O)c1cc2c(n(-c3ccc(C)cc3)c1=O)CCCC2=O
  -4%, -1%, -6, 0%, 1%, -5%, 0.1%, 4%, 2%, 11, -8%
COC(=O)c1cccc(NS(C)(=O)=O)c1C
  -5%, 10%, -4, -4%, -3%, -15%, -0.4%, ·, 3%, -8, 22%

Carrying on:
Every second line gives: TSG101-PTAP inh, Integrin act MD, FBPA coupling cs, Chronic BCR inh, Tb PFK block, PKM2 act, B2AR arrestin, GALK inhibitor, S-ASM inh, Giardia kill, Menin MLL FP TR
CC(=O)Nc1cccc(Oc2ncnc3scc(-c4ccc(C(C)C)cc4)c23)c1
  1%, 20%, 6, 0%, 4%, 0%, -0.7%, 1%, ?, -6, 23%
CCN1CCN(C(=O)CN(C)S(=O)(=O)c2cc(C)ccc2OC)CC1
  -1%, 3%, 1, 5%, -2%, -4%, -0.3%, 12%, -2%, 1, 12%
CCOC(=O)c1cc(-c2nnc(-c3ccc(Cl)cc3)o2)c(C)nc1C
  0%, 0%, -2, 0%, 1%, -6%, 0.1%, 2%, 7%, 24, 4%[11.7 µM]
COc1cc(C(=O)Nc2cccc(-c3nc4ncccc4o3)c2C)cc(OC)c1OC
  1%, -4%, 5, 0%, 4%, 1%, 0.4%, 1%, 0%, -5, -3%
Cc1n[nH]c(C)c1CN(C)C(=O)c1cc(COc2ccc(F)c(F)c2)on1
  ·, -15%, -1, -1%, -18%, 0%, -0.7%, -1%, -2%, 7, 17%
CC1CN(c2ccc(Oc3ccccc3)cc2)c2nc3c(c(=O)[nH]c(=O)n3C)n2C1 (stereo unspecified)
  -5%, -32%, 0, -8%, 2%, 2%, 0.1%, 4%, -1%, 2, -15%
Cc1ccc(C)n1-n1cnc2scc(-c3cccs3)c2c1=O
  -4%, -18%, 1, 0%, 20%, 6%, -0.2%, -4%, -3%, -15, -8%
Cc1noc(C)c1S(=O)(=O)N1CCC(C(=O)NCCc2ccc(S(N)(=O)=O)cc2)CC1
  1%, 3%, 2, 6%, 0%, 6%, 0.1%, 2%, -4%, -11, 1%
COc1ccc(C)c2sc(N3CCCC3)nc12
  1%, 8%, 0, 0%, -2%, -8%, -0.5%, 1%, -3%, -11, -13%
CCCS(=O)(=O)Nc1cc(C(F)(F)F)ccc1OCCOC
  -4%, -18%, -5, 2%, -1%, -5%, 0.3%, -3%, 0%, 3, -1%
CCSc1nnc(NC(=O)CCc2ccccc2)s1
  1%, 4%, 6, 9%, 5%, -9%, 0.3%, 3%, 2%, 2, -6%[11.7 µM]
COc1ccc(CC(=O)NNC(=O)CSc2ccc(C)cc2)cc1
  -2%, 13%, 2, 0%, 1%, -5%, -0.4%, -1%, 2%, -6, -21%
CC1CCN(C(=O)Cn2nc(C(F)(F)F)c3c2CCCC3)CC1
  -18%, -11%[7.66 µM], 1, 4%, 1%, -1%, -0.9%, 9%, 0%, -6, -2%
CC(=O)NNC(=O)CSc1nnc(-c2ccccc2)c(-c2ccccc2)n1
  -2%, 43%, -4, -4%, 0%, 4%, -0.5%, 3%, -1%, -7, 0%

Not all compounds are listed (hit frequency here may not be typical).
